Source: PubChem (National Center for Advancing Translational Sciences (NCATS))
KDM5B inh – Primary screen for KDM5B Histone Demethylases FDH-coupled qHTS; Potency, µM (titrated, usually from 57.7 µM), for inactives: at the highest dose activity change, negative = inhibition, hits mostly inhibitors; hit rate 2.6% among 220,000; KDM5B demethylase, FDH-coupled NADH fluorescence (FDH is formaldehyde dehydrogenase); active means well fitted inhibition curve with a large enough effect; inconclusive means small, poorly fitted or top-dose-only effect; inactive means no such curve, though single readings can be large or run the other way; further: 0% is about no effect; nearly all actives have a fitted effect of over 70% in size
Target sequence (Q9UGL1 whole entry, looked up): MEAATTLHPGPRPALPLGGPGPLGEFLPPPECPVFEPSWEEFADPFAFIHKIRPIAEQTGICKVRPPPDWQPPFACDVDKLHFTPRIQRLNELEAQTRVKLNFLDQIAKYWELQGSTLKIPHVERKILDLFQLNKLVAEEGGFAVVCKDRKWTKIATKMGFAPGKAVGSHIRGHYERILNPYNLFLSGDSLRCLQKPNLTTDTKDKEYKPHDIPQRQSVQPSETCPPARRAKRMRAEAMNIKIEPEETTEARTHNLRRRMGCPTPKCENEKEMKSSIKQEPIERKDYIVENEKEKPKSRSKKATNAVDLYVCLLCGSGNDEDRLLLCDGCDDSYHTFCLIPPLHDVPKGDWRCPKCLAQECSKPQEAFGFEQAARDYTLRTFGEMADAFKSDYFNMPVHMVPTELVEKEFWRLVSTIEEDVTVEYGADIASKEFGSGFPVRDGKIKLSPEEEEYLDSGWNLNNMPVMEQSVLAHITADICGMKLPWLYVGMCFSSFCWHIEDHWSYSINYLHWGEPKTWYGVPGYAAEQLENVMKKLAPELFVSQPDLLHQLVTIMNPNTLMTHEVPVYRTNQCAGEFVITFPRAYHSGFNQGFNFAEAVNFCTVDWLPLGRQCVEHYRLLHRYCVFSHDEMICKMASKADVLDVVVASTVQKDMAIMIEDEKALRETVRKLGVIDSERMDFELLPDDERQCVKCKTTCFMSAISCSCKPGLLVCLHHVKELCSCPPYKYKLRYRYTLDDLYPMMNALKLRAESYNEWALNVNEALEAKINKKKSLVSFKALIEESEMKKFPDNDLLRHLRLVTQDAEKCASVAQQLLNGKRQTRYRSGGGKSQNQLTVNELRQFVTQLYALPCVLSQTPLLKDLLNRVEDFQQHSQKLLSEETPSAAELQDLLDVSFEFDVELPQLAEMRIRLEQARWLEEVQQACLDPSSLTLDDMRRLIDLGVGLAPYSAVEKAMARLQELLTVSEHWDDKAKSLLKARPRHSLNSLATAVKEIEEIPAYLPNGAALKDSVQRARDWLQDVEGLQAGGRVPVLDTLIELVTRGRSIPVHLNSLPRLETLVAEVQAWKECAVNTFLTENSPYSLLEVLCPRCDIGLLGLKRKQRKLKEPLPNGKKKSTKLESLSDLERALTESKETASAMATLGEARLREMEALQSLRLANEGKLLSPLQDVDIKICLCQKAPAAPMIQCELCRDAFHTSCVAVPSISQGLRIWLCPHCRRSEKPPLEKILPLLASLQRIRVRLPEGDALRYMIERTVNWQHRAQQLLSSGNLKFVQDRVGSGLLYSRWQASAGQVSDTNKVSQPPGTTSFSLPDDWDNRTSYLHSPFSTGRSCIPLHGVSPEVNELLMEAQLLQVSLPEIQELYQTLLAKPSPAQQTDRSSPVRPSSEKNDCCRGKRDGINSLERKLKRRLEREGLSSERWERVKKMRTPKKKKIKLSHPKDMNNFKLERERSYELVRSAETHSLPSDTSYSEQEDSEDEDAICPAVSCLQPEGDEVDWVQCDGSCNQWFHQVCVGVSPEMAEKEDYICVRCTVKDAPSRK
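Inhibition is measured as reduced NADH fluorescence generation from FDH coupling to formaldehyde release. Truncated KDM5BΔAP at 200 nM final acts on H3K4me3 peptide (12.5 µM in substrate mix) in pH 7.5 HEPES buffer with Tween-20, 30 min, room temperature.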
The depositor's hits bear a star; & = joins results of further samples; [ ] = another dose, or the depositor's remark. Potency means the concentration at half of the fitted maximal effect.

What do the screens show for `Cc1ccc(-n2ccn(CC(=O)c3ccc(F)cc3)c(=O)c2=O)cc1C`?
KDM5B inh: -28.5%

Results for CC1(C)Cc2cc(CNC(=O)c3cccc(C4CCNC4)c3)ccc2O1 (configuration not stated) ?
KDM5B inh: 17.9%

Results for Cc1ccc2c(CNCc3cccs3)c(C(=O)O)n(Cc3ccc(F)cc3)c2c1 ?
KDM5B inh: -60.8%

What do the screens show for `CCCCC(CC)CNC(=O)CCCc1nnc2n(CCC)c(=O)c3sccc3n12` (configuration not stated)?
KDM5B inh: inconclusive

Results for O=C(COc1c(I)cc(Cl)c2cccnc12)NCC1CC1 ?
KDM5B inh: 8.8%

What do the screens show for `CCOc1ccc(CC(=O)N2CC(CO)C3(CCNCC3)C2)cc1OCC` (configuration not stated)?
KDM5B inh: -8.3%

Results for COc1ccc(CC(=O)N2Cc3ccccc3CC3(CCCN(C)C3)C2)cc1 (configuration not stated) ?
KDM5B inh: 10.0%[115 µM]

How did CC(=O)Nc1ccc(NC(=O)CSc2ncnc3c2cnn3Cc2ccccc2)cc1 do in these assays?
KDM5B inh: 1.0%

How did CC(C)C(=O)N1CCCC(c2noc(COc3ccccc3F)n2)C1 (configuration not stated) do in these assays?
KDM5B inh: -10.5%

What do the screens show for `Cc1ccc(CN2CCN(C(=O)C3Cn4cccc4C(=O)N3C)CC2)cc1` (configuration not stated)?
KDM5B inh: -16.7%

What do the screens show for `Cc1nn(C)cc1CN1CCc2n[nH]c(=O)n2CC1`?
KDM5B inh: 23.9%

How did O=C(/C=C/c1ccc2ccccc2n1)c1cc(Br)ccc1O do in these assays?
KDM5B inh: inconclusive

How did COc1ccc(-c2ccc3c(c2)C(=O)N2CCN(C(=O)c4cccnc4)C[C@@H]2C(=O)N3)c(OC)c1 do in these assays?
KDM5B inh: -26.9%

How did Cc1cc(C)n(-c2nc3ccccc3nc2N2CCN(c3cccc(C)c3C)CC2)n1 do in these assays?
KDM5B inh: -11.1%

How did COc1ccc(C(=O)N(C)Cc2ccccn2)cc1OC1CCN(C(C)C)CC1 do in these assays?
KDM5B inh: 23.8%

What do the screens show for `Clc1ccccc1Oc1ccc2nnc(-c3ccccc3)n2n1`?
KDM5B inh: inconclusive

What do the screens show for `NC1CCCCN(Cc2cc3ccccc3o2)C1` (configuration not stated)?
KDM5B inh: 7.2%

What do the screens show for `Cc1nc(-c2cccc(Cl)c2)n(Cc2nc(-c3ccccc3)oc2C)c(=O)c1CCO`?
KDM5B inh: inconclusive

How did COCc1ccc2c(c1)c(OC(C)(C)C(N)=O)nn2Cc1cccc(OC)c1 do in these assays?
KDM5B inh: inconclusive

What do the screens show for `O=C1COCC2(CN1)CN(C(=O)c1ccc(Cl)cc1)C2`?
KDM5B inh: -16.7%[115 µM]

What do the screens show for `CCC(=O)N1CCN(C2CCN(Cc3cccnc3)C2=O)CC1` (configuration not stated)?
KDM5B inh: -15.1%

How did COc1ccc(-c2ccc3c(N)c(C(=O)Nc4ccc(C(F)(F)F)cc4)sc3n2)cc1OC do in these assays?
KDM5B inh: inconclusive

Results for NC1=NC(c2c[nH]c3ccc(F)cc23)n2c(nc3ccccc32)N1 (configuration not stated) ?
KDM5B inh: 9.3%

Results for CCN(CC)c1nc2c(c(=O)n(C)c(=O)n2C)n1CC ?
KDM5B inh: 9.9%

Results for COc1ccc(C2(c3nc(C4CC(=O)N(C5CCCCC5)C4)no3)CC2)cc1 (configuration not stated) ?
KDM5B inh: 6.8%

Results for COc1ncccc1-c1nc(-c2c(C)noc2C)cc2cc(CN(C)C)oc12 ?
KDM5B inh: inconclusive

Results for COc1cccc(CN2C(=O)CN(C3CCCCC3)C(=O)C2c2ccc(OC)c(OC)c2)c1 (configuration not stated) ?
KDM5B inh: -2.0%&-13.7%

Results for CN(CC(=O)N(C1CCCC1)C1CCS(=O)(=O)C1)c1ccc2ccccc2c1 (configuration not stated) ?
KDM5B inh: inconclusive

How did COc1ccc(NC(=O)c2oc3ccccc3c2NC(=O)c2cc(OC)c(OC)c(OC)c2)cc1 do in these assays?
KDM5B inh: inconclusive

Results for CCC(=O)N1N=C(c2ccc(F)cc2)CC1c1ccc2nccnc2c1 (configuration not stated) ?
KDM5B inh: 11.4%

Results for O=C(CSc1nnc(-c2ccccn2)o1)Nc1ccc(F)cc1 ?
KDM5B inh: -30.9%

Results for O=C(O)COc1ccc2cc(-c3ccc(OC(F)(F)F)cc3)c(=O)oc2c1 ?
KDM5B inh: inactive

Results for CCCn1nc(C)cc1CN(C)C(=O)c1ccc2c(c1)C(O)CCCCCN2C (configuration not stated) ?
KDM5B inh: inconclusive

How did COP(=O)(OC)c1nc(-c2ccco2)oc1NCc1ccc(F)cc1 do in these assays?
KDM5B inh: inconclusive

What do the screens show for `NCC(=O)N[C@H]1CN(c2nccc(C(F)(F)F)n2)C[C@@H]1C1CC1`?
KDM5B inh: -27.9%

How did O=C(NCc1ccc2c(c1)OCO2)C1CN(c2ccc(Cl)cc2)C(=O)N1 (configuration not stated) do in these assays?
KDM5B inh: -10.6%

Results for C=CCOc1cccc(-c2nnc(CCC(=O)NCc3ccc4c(c3)OCO4)c(=O)[nH]2)c1 ?
KDM5B inh: -17.3%

Results for Cc1cn2nc(C(=O)Nc3ccccc3C)cc2c(N(C)Cc2ccccc2)n1 ?
KDM5B inh: inactive

How did Cc1noc(C)c1S(=O)(=O)Nc1ccccc1OC(F)(F)F do in these assays?
KDM5B inh: 24.8%

Results for CCOc1ccc(OCC)c(NC(=O)c2cc(S(=O)(=O)N3CCCC3)cn2C)c1 ?
KDM5B inh: inconclusive

What do the screens show for `NC(=O)c1nsc(C(=O)N(Cc2ccco2)C(C(=O)NCC2CCCO2)c2ccc(O)cc2)c1N` (configuration not stated)?
KDM5B inh: inconclusive

How did CC(C)NCCOCCOc1ccccc1 do in these assays?
KDM5B inh: 12.7%

What do the screens show for `Cc1nn(CCC#N)c(C)c1[C@@H]1C=C[C@@H](NC(=O)c2cccs2)C1`?
KDM5B inh: inconclusive

What do the screens show for `CC(=O)c1c(C)[nH]c(C(=O)OC(C)C(=O)c2ccc(F)c(F)c2)c1C` (configuration not stated)?
KDM5B inh: 15.9%

What do the screens show for `O=C(c1cc(F)cc(F)c1)N1CCC(N2CC3CC(C2)[C@H]2CCCC(=O)N2C3)CC1` (some centres not stated)?
KDM5B inh: -17.1%

Results for COc1ccc(-c2cc(-c3cccnc3OC)cn3cncc23)cc1 ?
KDM5B inh: 35.5µM*

What do the screens show for `CN(C)CCNc1nc2sc3c(c2c(=O)n1-c1ccc(F)cc1)CCCCC3`?
KDM5B inh: -1.1%

How did COc1ccc(/C=C(/C#N)C(=O)C(C)C)cc1O do in these assays?
KDM5B inh: 20.9%

How did O=c1c(S(=O)(=O)c2cccc(Cl)c2)cn(Cc2ccccc2)c2cc(N3CCOCC3)c(F)cc12 do in these assays?
KDM5B inh: -10.8%

What do the screens show for `CCOC(=O)c1cc(-c2ccccc2)n(CC(=O)Nc2cc(Cl)c(OC)cc2OC)c1C`?
KDM5B inh: -1.2%

How did COCC(=O)N1CCCC(C(=O)NCc2ccc3nsnc3c2)C1 (configuration not stated) do in these assays?
KDM5B inh: inconclusive

Results for CN(Cc1cccn1C)C(=O)c1ccccc1 ?
KDM5B inh: -14.2%[86.2 µM]

What do the screens show for `CC(=O)Nc1ccc(NC(=O)Cn2ccc3cc(Cl)ccc32)cc1`?
KDM5B inh: -1.0%

How did CN(CC1(C)CCOCC1)C(=O)c1ccc(C#N)cc1 do in these assays?
KDM5B inh: -2.0%

How did O=C(Nc1nc2nc(-c3ccccc3)cc(=O)n2[nH]1)c1ccc(Cl)cc1 do in these assays?
KDM5B inh: -27.4%

What do the screens show for `Cc1ccc(C(=O)N2CCC(N3C(=O)C4(CCCCC4)C3c3ccncc3)CC2)s1` (configuration not stated)?
KDM5B inh: 24.0%

What do the screens show for `C=CCNC(=O)/C=C/c1cccc(OC)c1`?
KDM5B inh: inconclusive

What do the screens show for `O=C(NCCNCCO)c1nc2ccccc2c(=O)[nH]1`?
KDM5B inh: 11.3%

What do the screens show for `Cn1c(CN2CCOCC2)nnc1C1CCN(c2ncccc2C#N)CC1`?
KDM5B inh: 31.6µM*

What do the screens show for `COc1ccc(CNC(=O)c2c3c(nc4ccccc24)C(=O)N(C2CCCCC2)C3)cc1`?
KDM5B inh: -25.1%

6 entries out of the list, arranged by count of non-hydrogen atoms, descending:
What do the screens show for `COc1ccc(CNC(=O)c2c3c(nc4ccccc24)C(=O)N(C2CCCCC2)C3)cc1`?
KDM5B inh: -25.1%

What do the screens show for `Cn1c(CN2CCOCC2)nnc1C1CCN(c2ncccc2C#N)CC1`?
KDM5B inh: 31.6µM*

How did O=C(Nc1nc2nc(-c3ccccc3)cc(=O)n2[nH]1)c1ccc(Cl)cc1 do in these assays?
KDM5B inh: -27.4%

How did COCC(=O)N1CCCC(C(=O)NCc2ccc3nsnc3c2)C1 (configuration not stated) do in these assays?
KDM5B inh: inconclusive

What do the screens show for `O=C(NCCNCCO)c1nc2ccccc2c(=O)[nH]1`?
KDM5B inh: 11.3%

What do the screens show for `C=CCNC(=O)/C=C/c1cccc(OC)c1`?
KDM5B inh: inconclusive

More records
How did COc1ccc(-c2noc(-c3cccn3CC(=O)N(C)c3ccc(F)cc3)n2)cc1F do in these assays?
KDM5B inh: inconclusive

What do the screens show for `CCC1=C(C(=O)OC)C(c2ccc(OC)cc2)N2C(CC(=O)NCC3CC3)=CSC2=N1` (configuration not stated)?
KDM5B inh: -25.0%

Results for CS(=O)(=O)c1ccc(-c2cnc([C@@H]3COCCN3Cc3ccccc3O)[nH]2)cc1 ?
KDM5B inh: inconclusive

What do the screens show for `Cc1ccsc1/C=C(/C#N)C(=O)NC1CCCCC1C` (configuration not stated)?
KDM5B inh: 15.8%

How did Cc1[nH]c2ccccc2c1C(=O)C(C)Sc1nnc(CCC(N)=O)n1C1CC1 (configuration not stated) do in these assays?
KDM5B inh: 16.0%

Results for Cn1cc(CNC(=O)C[C@@H]2C[C@H]3O[C@H](CNC(=O)Nc4cccs4)[C@@H](O)[C@H]3O2)cn1 ?
KDM5B inh: inconclusive

What do the screens show for `Cc1cnc2c(S(=O)(=O)NC3CCCCC3)cccc2c1`?
KDM5B inh: -21.1%

How did Cc1c(C)n(-c2cccc(Cl)c2)c2ncnc(Cl)c12 do in these assays?
KDM5B inh: 5.0%

Results for CCOc1ccccc1NC(=O)Cn1c(=O)n(Cc2ccccc2)c(=O)c2cccnc21 ?
KDM5B inh: inconclusive

Results for Cc1ccc2c(c1)c(=O)c(C(=O)c1ccccc1)cn2Cc1ccccc1F ?
KDM5B inh: -2.5%

The last 2 records of the section before open the next one:
Results for CCOc1ccccc1NC(=O)Cn1c(=O)n(Cc2ccccc2)c(=O)c2cccnc21 ?
KDM5B inh: inconclusive

Results for Cc1ccc2c(c1)c(=O)c(C(=O)c1ccccc1)cn2Cc1ccccc1F ?
KDM5B inh: -2.5%

Results for CCNCC1Cc2ccccc2O1 (configuration not stated) ?
KDM5B inh: -17.4%

Results for COc1ccccc1CNC(=O)c1cc(-c2ccccc2)n[nH]1 ?
KDM5B inh: 14.7%

Results for COCCCNC(=O)N1Cc2ccccc2OC2(CCN(C(C)C)CC2)C1 ?
KDM5B inh: 11.7%

What do the screens show for `CN1CCN(c2nc3c(c(=O)[nH]2)CCN(Cc2cc(F)cc(F)c2)CC3)CC1`?
KDM5B inh: -8.7%

How did O=C(NCCCN1CCOCC1)c1ccc2c(c1)N(S(=O)(=O)c1ccccc1F)CC2 do in these assays?
KDM5B inh: -32.4%

Results for CN(C)C(=O)c1cccnc1OC1CCN(C(=O)c2ccoc2)C1 (configuration not stated) ?
KDM5B inh: 16.5%

What do the screens show for `COc1ccc(NC(=O)c2nc3ccccc3nc2N2CCOCC2)cc1Cl`?
KDM5B inh: -3.0%

What do the screens show for `O=C1Nc2cc(Cl)c(Cl)cc2N(O)N1c1cc(Cl)cc(Cl)c1`?
KDM5B inh: 7.3%

Results for N#Cc1nc(COc2ccc(F)cc2)oc1N1CCCCC1 ?
KDM5B inh: 13.8%

How did O=C(CN(C(=O)CCC(=O)Nc1ccccn1)c1cccc(F)c1)NCc1ccc2c(c1)OCO2 do in these assays?
KDM5B inh: -2.1%

How did COC1CN(c2ccc(C)cc2)C12CCN(C(=O)c1sc(C)nc1C)CC2 (configuration not stated) do in these assays?
KDM5B inh: -11.6%

Results for O=C(O)c1cccc(-n2cccc2/C=C2/SC(=O)N(CC(=O)N3CCCC3)C2=O)c1 ?
KDM5B inh: 2.8%

How did Cc1nc([C@H]2CCN(CC(C)C)C[C@H]2NC(=O)C2CCOCC2)n[nH]1 do in these assays?
KDM5B inh: -4.7%

What do the screens show for `Cc1cc(C)cc(NC(=O)CCS(=O)(=O)c2cc3c4c(c2)CCN4C(=O)CC3)c1`?
KDM5B inh: 5.6%

Results for COc1cc(OC)cc(C(=O)Nc2cccc(CCc3nc4ccc(C)cc4[nH]3)c2)c1 ?
KDM5B inh: -13.5%

What do the screens show for `Cc1ccc(CCC(=O)N2C[C@@H](CN3CCOCC3)[C@@H](CO)C2)cc1`?
KDM5B inh: 27.6%

How did CCN(CC)c1ccc(NC(=O)c2cc3cc(F)ccc3[nH]2)cc1 do in these assays?
KDM5B inh: -1.6%

Results for CCC(C)NC(=O)C1COC2(CCN(C(=O)c3ccc(F)cc3F)CC2)N1C(=O)c1ccccc1 (configuration not stated) ?
KDM5B inh: 2.2%

Results for CCS(=O)(=O)N1CCc2cc(C(=O)Nc3ccc(C(=O)OC)cc3)ccc21 ?
KDM5B inh: inconclusive

Results for O=C(NC1CCN(c2cc(-c3cccs3)[nH]n2)CC1)c1ccccc1F ?
KDM5B inh: -19.0%

Results for C[S+](=O)([O-])N1CCC2(C1)N=C(c1ccccn1)C(=O)N2 (configuration not stated) ?
KDM5B inh: inconclusive

Only part of the results is shown, so the mix of outcomes need not match the whole.
